LEDGF integ inh: blocks HIV-1 LEDGF/p75-dependent DNA integration; TR-FRET IN-LEDGF/p75 DNA integration, Eu/Cy5; inhibition, % at 3.7 µM; 370,000 compounds, 0.64% hits; AID 743269;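 active means inhibition above the screen-wide mean plus 3 SD, cut at about 13% in these data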;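 further: signal is the Cy5 over europium emission ratio at 671 and 618 nm; 0% = plate median of compound wells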
PRMT1 inh: PRMT1 (human) inhibition, primary screen | Q99873 | recombinant PRMT1, activity-based probe fluorescence polarization | inhibition, % at 2.79 µM | 370,000 compounds, 1.3% hits | AID 652257;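 active means inhibition above about 21% made by adding two undisclosed values, limit read from the data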
NR1D1 modulator: modulators of human Rev-erb alpha DNA binding. activity, % at 10 µM. 370,000 compounds, 0.79% hits. Rev-erbα–FITC-DNA binding, fluorescence polarization, 90 min. AID 1259318;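 active means activity above about 14%, limit read from the data; passing the limit was not always enough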;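 further: 0% = DMSO wells with 35 nM protein and 100% = DMSO wells with 750 nM protein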
Target sequence (P20393 whole entry, looked up): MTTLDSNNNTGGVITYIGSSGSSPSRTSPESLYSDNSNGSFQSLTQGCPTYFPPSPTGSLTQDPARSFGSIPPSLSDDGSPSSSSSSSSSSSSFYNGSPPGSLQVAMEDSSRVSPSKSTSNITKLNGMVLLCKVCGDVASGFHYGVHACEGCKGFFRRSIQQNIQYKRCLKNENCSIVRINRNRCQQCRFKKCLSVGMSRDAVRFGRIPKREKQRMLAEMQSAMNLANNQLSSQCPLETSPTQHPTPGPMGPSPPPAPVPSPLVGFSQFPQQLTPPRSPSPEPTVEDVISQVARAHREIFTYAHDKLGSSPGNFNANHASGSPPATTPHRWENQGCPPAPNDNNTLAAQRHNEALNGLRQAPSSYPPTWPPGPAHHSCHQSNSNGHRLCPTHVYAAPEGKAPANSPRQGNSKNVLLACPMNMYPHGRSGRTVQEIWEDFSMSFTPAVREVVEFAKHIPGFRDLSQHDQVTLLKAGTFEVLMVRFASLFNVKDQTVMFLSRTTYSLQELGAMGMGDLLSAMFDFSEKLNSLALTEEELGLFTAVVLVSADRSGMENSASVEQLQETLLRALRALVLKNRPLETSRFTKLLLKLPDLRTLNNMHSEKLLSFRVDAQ
SIAE primary: blocks human sialic acid acetylesterase | SIAE FP-Rh probe binding, fluorescence polarization | inhibition, % at 9.66 µM | 370,000 compounds, 0.69% hits | AID 1053197;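 active means inhibition above a cutoff: mean of compounds within the control limits plus 3 SD of those, cut at about 17% in these data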;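 further: 0% = plate median of compound wells and 100% = probe without SIAE protein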
mABHD4 FP: inhibitors of mouse ABHD4 | inhibition, % at 8.92 µM | 370,000 compounds, 0.54% hits | AID 720543 | Q8VD66 | purified mABHD4, FP-Rh probe fluorescence polarization;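 active means inhibition exceeding the mean over every tested compound plus 3 SD, cut at about 30% in these data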;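 further: 0% = plate median of compound wells and 100% = S159A mutant with DMSO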
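Assay system: mouse ABHD4 enzyme, wild type / Also added: fluorescent activity-based probe FP-Rh / Doses: single nominal dose of 8.92 µM, 0.89% DMSO final / Timing: 45 min compound pre-incubation plus 60 min probe step, 25 °C / Signal: FP readout, ex 525 nm / em 598 nm / Control set: S159A mutant/DMSO as 100%, compound-well median as 0%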
rCAG binder: molecules binding r(CAG) RNA repeats; r(CAG) RNA repeat, TO-PRO-1 dye displacement fluorescence; inhibition, % at 3 µM; 370,000 compounds, 1.3% hits;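 active means inhibition above the plate cutoff, the mean of all test compounds on that plate plus 3 SD, cut at about 35% in these data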;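 further: 0% = DMSO alone and 100% = 100 µM mitoxantrone as full dye displacement; higher means more dye released from RNA so lower well fluorescence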
TDP2 inh: TDP2 (human) inhibition, absorbance primary screen. recombinant TDP2, T5PNP hydrolysis, p-nitrophenol absorbance 415 nm. 370,000 compounds, 0.34% hits. AID 720702. inhibition, % at 12.8 µM;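 active means inhibition above the mean of all tested compounds plus 3 SD, set per campaign, cut at about 25% in these data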;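 further: 0% = DMSO with enzyme and 100% = buffer with substrate but no TDP2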
Target sequence (O95551 whole entry, looked up): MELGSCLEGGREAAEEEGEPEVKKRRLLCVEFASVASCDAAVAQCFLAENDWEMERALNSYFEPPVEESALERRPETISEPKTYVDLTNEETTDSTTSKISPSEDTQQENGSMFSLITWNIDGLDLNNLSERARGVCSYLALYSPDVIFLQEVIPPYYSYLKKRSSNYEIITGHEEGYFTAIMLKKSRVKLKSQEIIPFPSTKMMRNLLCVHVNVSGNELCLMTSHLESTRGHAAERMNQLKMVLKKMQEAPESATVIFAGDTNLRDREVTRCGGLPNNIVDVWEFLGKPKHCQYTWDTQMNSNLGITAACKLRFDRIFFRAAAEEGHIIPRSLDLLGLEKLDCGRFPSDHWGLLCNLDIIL
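Incubation: 2 h at 37 °C; Test system: recombinant human TDP2; Quantity: enzyme 120 nM; Read-out basis: percent inhibition; Medium: 50 mM Tris-HCl pH 7.5 with Mg2+, KCl, DTT, BSA; Repeats: single replicate; Compound: 12.8 µM single point, 1% DMSO; Signal: epi absorbance; Reagent: 5 mM T5PNP chromogenic substrate; Benchmarks: no-enzyme high, DMSO-plus-enzyme low.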
HTRA1 inhibitor: blocks human HTRA1 serine peptidase | recombinant HTRA1, FP-rhodamine activity-based probe, fluorescence polarization | inhibition, % at 5.96 µM | 340,000 compounds, 0.5% hits; in the data active means inhibition above about 36%;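 further: 0% = enzyme with DMSO and 100% = wells lacking enzyme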
TCR-CD3 inh: blocks the human TCR-CD3 interaction | TAMRA-labeled TCR probe fluorescence, biochemical | inhibition, % at 9.4 µM | 360,000 compounds, 0.37% hits; in the data active means inhibition above about 19%;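 further: recombinant mutant TCR 2C K166C tagged with TAMRA read by polarization; 0% = receptor in buffer alone and 100% = receptor with positive control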
PG9 binder: small molecules binding HIV-1 gp120 antibody PG9; TR-FRET gp120-PG9 antibody binding; inhibition, % at 6.7 µM; 360,000 compounds, 0.43% hits; AID 624416; in the data active means inhibition above about 8.5%
Active calls of the source: *. An excerpt; the hit share may differ from the screen's.

`Cc1ccc(OCC(=O)Nc2ccc(S(=O)(=O)Nc3cc(C)nc(C)n3)cc2)cc1` gave LEDGF integ inh -0.2, PRMT1 inh 1.9, NR1D1 modulator -1.8, SIAE primary -2.7, mABHD4 FP -7.6, rCAG binder 12.1, TDP2 inh -0.9, HTRA1 inhibitor -4.7, TCR-CD3 inh 7.5 and PG9 binder -0.5.
For COc1cc(Br)cc2cc(C(=O)N3CCOCC3)c(=O)oc12 the results were LEDGF integ inh -2.7, PRMT1 inh 6.5, NR1D1 modulator 1.7, SIAE primary -2.5, mABHD4 FP 1.9, rCAG binder -5.1, TDP2 inh 0.7, HTRA1 inhibitor 8.3, TCR-CD3 inh -1.4 and PG9 binder -0.3.
`Cc1ccc(Nc2nc(C(=O)NCC3CCCO3)cs2)cc1` (configuration not stated) gave LEDGF integ inh 2.5, PRMT1 inh -3.9, NR1D1 modulator 4.5, SIAE primary 8.0, mABHD4 FP 3.5, rCAG binder -2.1, TDP2 inh -1.7, HTRA1 inhibitor 2.9, TCR-CD3 inh 1.7 and PG9 binder 0.3.
`CCN(CC)c1ccc(/C=N/NS(=O)(=O)c2ccc(CNC(C)=O)cc2)cc1` gave LEDGF integ inh -1.0, PRMT1 inh 1.4, NR1D1 modulator -6.2, SIAE primary 8.5, mABHD4 FP 1.3, rCAG binder 7.3, TDP2 inh -11.4, HTRA1 inhibitor -1.0, TCR-CD3 inh 1.9 and PG9 binder -6.9.
For c1csc(-c2nc(N3CCOCC3)c3ccccc3n2)c1 the results were LEDGF integ inh 0.1, PRMT1 inh 2.3, NR1D1 modulator -0.6, SIAE primary -3.3, mABHD4 FP -7.1, rCAG binder -1.0, TDP2 inh -11.8, HTRA1 inhibitor -3.6, TCR-CD3 inh -1.3 and PG9 binder -0.2.
Screening CCN(CC)CCNC(=O)c1ccc(NC(=O)c2cccc(S(=O)(=O)N(C)C3CCCCC3)c2)cc1 returned LEDGF integ inh -7.1, PRMT1 inh 4.8, NR1D1 modulator 4.1, SIAE primary -4.7, mABHD4 FP -18.3, rCAG binder 7.4, TDP2 inh -12.6, HTRA1 inhibitor -3.4, TCR-CD3 inh -9.8 and PG9 binder 3.1.
Screening CC(=O)Nc1ccc(NC(=O)c2cc(-c3ccc(F)cc3C)n[nH]2)cc1 returned LEDGF integ inh 1.2, PRMT1 inh 0.1, NR1D1 modulator -1.4, SIAE primary -0.9, mABHD4 FP -7.1, rCAG binder -0.9, TDP2 inh 4.2, TCR-CD3 inh -3.7 and PG9 binder -0.4.
`F[B-](F)(F)COCc1ccccc1C#Cc1ccccc1` gave LEDGF integ inh 5.0, PRMT1 inh -6.0, NR1D1 modulator -2.1, SIAE primary 0.0, mABHD4 FP 77.1*, rCAG binder 13.0, TDP2 inh -3.0, TCR-CD3 inh -2.9 and PG9 binder 0.2.
COc1ccccc1CN(C(=O)CNC(=O)c1ccco1)C(C(=O)NCC1CCCO1)c1ccccc1 (configuration not stated) was read as LEDGF integ inh 0.7, PRMT1 inh -0.6, NR1D1 modulator -0.9, SIAE primary 4.9, mABHD4 FP 6.1, rCAG binder -4.1, TDP2 inh -3.3, HTRA1 inhibitor 4.3, TCR-CD3 inh -4.0 and PG9 binder -1.4.
Screening COc1ccc(C2(C(=O)Nc3nncs3)CCCC2)cc1 returned LEDGF integ inh 1.6, PRMT1 inh -0.4, NR1D1 modulator -5.9, SIAE primary 4.0, mABHD4 FP -2.1, rCAG binder -0.2, TDP2 inh 3.1, HTRA1 inhibitor 5.6, TCR-CD3 inh 3.8 and PG9 binder -0.9.
CC1CCCCC1NC(=O)CSc1nnc(-c2ccco2)n1C (configuration not stated) was read as LEDGF integ inh -6.9, PRMT1 inh 2.9, NR1D1 modulator -2.1, SIAE primary -0.3, mABHD4 FP -0.3, rCAG binder 3.5, TDP2 inh -7.1, HTRA1 inhibitor 4.7, TCR-CD3 inh -3.8 and PG9 binder 1.7.
C=CCn1c(COc2ccccc2)nnc1SCC(=O)C(C)(C)C was read as LEDGF integ inh -2.8, PRMT1 inh -1.9, NR1D1 modulator -6.0, SIAE primary 4.3, mABHD4 FP 4.5, rCAG binder -7.1, TDP2 inh -1.7, HTRA1 inhibitor 8.9, TCR-CD3 inh 1.6 and PG9 binder -0.7.
Cc1cc(NC(=O)CSc2ccnc(=O)[nH]2)no1 was read as LEDGF integ inh -1.6, PRMT1 inh -0.2, NR1D1 modulator -2.5, SIAE primary -4.5, mABHD4 FP -0.1, rCAG binder 1.3, TDP2 inh -2.6, HTRA1 inhibitor -4.4, TCR-CD3 inh 6.3 and PG9 binder -1.0.
For COc1ccc(N(CC(=O)NCCc2ccc(S(N)(=O)=O)cc2)S(=O)(=O)c2c(C)noc2C)cc1 the results were LEDGF integ inh -0.1, PRMT1 inh 2.5, NR1D1 modulator 4.6, SIAE primary -1.4, mABHD4 FP 0.2, rCAG binder 3.5, TDP2 inh 5.0, HTRA1 inhibitor -1.1, TCR-CD3 inh -1.4 and PG9 binder -0.2.
Screening CCn1c(-c2ccccc2Cl)nn(CC(=O)Nc2ccccc2C)c1=S returned LEDGF integ inh 2.1, PRMT1 inh -1.5, NR1D1 modulator 4.6, SIAE primary -2.5, mABHD4 FP -6.3, rCAG binder -2.1, TDP2 inh -9.9, HTRA1 inhibitor -0.1, TCR-CD3 inh -1.4 and PG9 binder 2.5.
`CCN1CCc2nc3ccccc3c(C(=O)Nc3ccc(NC(C)=O)cc3)c2C1` gave LEDGF integ inh 4.3, PRMT1 inh -3.0, NR1D1 modulator 1.3, SIAE primary -3.1, mABHD4 FP -2.7, rCAG binder 1.1, TDP2 inh -9.1, HTRA1 inhibitor -8.4, TCR-CD3 inh 0.9 and PG9 binder -2.4.
`OC[C@@H]1CN(Cc2ccc(-c3ccccc3)cc2)C[C@H](n2cnc3c(NC4CC4)ncnc32)O1` gave LEDGF integ inh 4.2, PRMT1 inh 0.2, NR1D1 modulator 1.6, SIAE primary -4.3, mABHD4 FP -6.5, rCAG binder 3.1, TDP2 inh 0.2, TCR-CD3 inh 0.8 and PG9 binder -0.1.
For CCOc1ccc(Oc2c(/C=N/NC(C)=O)c(C)nn2-c2ccccc2)cc1 the results were LEDGF integ inh 1.2, PRMT1 inh 4.4, NR1D1 modulator 3.4, SIAE primary -11.5, mABHD4 FP -10.6, rCAG binder 0.7, TDP2 inh -13.0, HTRA1 inhibitor -13.5, TCR-CD3 inh 1.9 and PG9 binder -1.3.
CCCCN(S(=O)(=O)c1ccccc1)S(=O)(=O)c1ccccc1 was read as LEDGF integ inh -1.7, PRMT1 inh 2.2, NR1D1 modulator -2.2, SIAE primary 2.7, mABHD4 FP -6.2, rCAG binder -2.1, TDP2 inh 13.5, HTRA1 inhibitor -11.6, TCR-CD3 inh 2.4 and PG9 binder -0.1.
Screening CCOC(=O)CCCCC(=O)NC(CO)C(=O)NC (configuration not stated) returned LEDGF integ inh 1.6, PRMT1 inh 2.7, NR1D1 modulator 5.0, SIAE primary -4.2, mABHD4 FP -4.1, rCAG binder 3.8, TDP2 inh 4.4, HTRA1 inhibitor 8.8, TCR-CD3 inh -7.5 and PG9 binder 0.9.
For CCc1ccc(NC(=O)CN2C(=O)COc3ccc(S(=O)(=O)N4CCCC4)cc32)cc1 the results were LEDGF integ inh -1.1, PRMT1 inh -1.5, NR1D1 modulator 6.8, SIAE primary 1.9, mABHD4 FP 3.5, rCAG binder 0.0, TDP2 inh -20.2, HTRA1 inhibitor -4.1, TCR-CD3 inh 6.7 and PG9 binder -2.5.
For NC(=O)C1CCN(C(=O)N2c3ccccc3Sc3ccccc32)CC1 the results were LEDGF integ inh 0.6, PRMT1 inh 0.7, NR1D1 modulator -3.2, SIAE primary 3.5, mABHD4 FP 0.1, rCAG binder -3.0, TDP2 inh 7.5, HTRA1 inhibitor 12.5, TCR-CD3 inh -5.0 and PG9 binder -0.1.
For Cc1ccc(-c2cc(C(=O)O)n[nH]2)o1 the results were LEDGF integ inh 2.8, PRMT1 inh 0.5, NR1D1 modulator 5.5, SIAE primary 1.9, mABHD4 FP 2.4, rCAG binder -0.7, TDP2 inh -7.3, HTRA1 inhibitor 0.8, TCR-CD3 inh 2.1 and PG9 binder -1.0.
Screening Cc1ccc(C)c(NC(=O)CSc2nnc(CCNC(=O)OC(C)(C)C)o2)c1 returned LEDGF integ inh -7.3, PRMT1 inh 4.4, NR1D1 modulator 2.4, SIAE primary -0.2, mABHD4 FP 3.2, rCAG binder 0.2, TDP2 inh -9.8, HTRA1 inhibitor 3.9, TCR-CD3 inh -0.7 and PG9 binder -0.9.
Screening CCOc1ccc(OCC)c(NC(=O)CCn2cccc2)c1 returned LEDGF integ inh 1.8, PRMT1 inh -0.1, NR1D1 modulator 0.6, SIAE primary -1.4, mABHD4 FP -2.4, rCAG binder -6.2, TDP2 inh -10.9, HTRA1 inhibitor -2.3, TCR-CD3 inh 2.0 and PG9 binder 0.3.
For Cc1ccc(NC(=S)NCc2ccccc2)c(C)c1 the results were LEDGF integ inh 1.9, PRMT1 inh -6.8, NR1D1 modulator -6.1, SIAE primary 0.8, mABHD4 FP -2.2, rCAG binder -4.5, TDP2 inh -10.2, HTRA1 inhibitor 5.8, TCR-CD3 inh 1.6 and PG9 binder -1.2.
Screening CCOC(=O)c1nn(-c2ccccc2F)c(C)c1C(C)=O returned LEDGF integ inh -0.3, PRMT1 inh -0.4, NR1D1 modulator 1.3, SIAE primary 5.8, mABHD4 FP 2.4, rCAG binder 0.1, TDP2 inh -10.0, HTRA1 inhibitor -3.6, TCR-CD3 inh 6.7 and PG9 binder 0.6.
`COc1ccc(N2C(=O)CCC2(C#N)c2ccc(Br)cc2)cc1` (configuration not stated) gave LEDGF integ inh -3.0, PRMT1 inh -1.0, NR1D1 modulator -1.4, SIAE primary 1.8, mABHD4 FP 1.7, rCAG binder -8.3, TDP2 inh 3.8, HTRA1 inhibitor 1.8, TCR-CD3 inh 6.9 and PG9 binder 0.1.
`CC(C)CN(C(=O)COC(=O)C12CC3CC(CC(O)(C3)C1)C2)c1c(N)n(Cc2ccccc2)c(=O)[nH]c1=O` gave LEDGF integ inh 0.4, PRMT1 inh 1.0, NR1D1 modulator -3.9, SIAE primary -1.3, mABHD4 FP -2.4, rCAG binder 2.4, TDP2 inh 5.7, HTRA1 inhibitor 5.3, TCR-CD3 inh 8.8 and PG9 binder 2.2.
Screening Cc1ccnc(SCC(=O)N2CCCc3ccccc32)n1 returned LEDGF integ inh -0.6, PRMT1 inh -1.8, NR1D1 modulator 0.3, SIAE primary -4.8, mABHD4 FP -0.3, rCAG binder -3.2, TDP2 inh -5.0, HTRA1 inhibitor 5.3, TCR-CD3 inh 0.1 and PG9 binder 0.1.

Compound activity (PubChem BioAssay)
